# Bioassay records deposited in PubChem by several laboratories.
# Siah-1 displacement: blockers of Siah-1 interaction with plectin peptide – biochemical, fluorescence polarization, rhodamine-plectin, uHTS, primary screen (AID 1817) | displacement, % at 20 µM; hits with a dose series show IC50 in µM | 290,000 compounds, 0.02% hits | Siah-1 / rhodamine-plectin peptide fluorescence polarization; higher % means a stronger effect;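 active = displacement of at least 50% at 20 µM, with a fluorescence ratio check between 0.3 and a set limit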;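 note: plate controls were Siah plus tracer with DMSO for no effect and tracer alone without Siah for full effect; strong numbers were not always called active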
# P. falciparum M17LAP: P. falciparum M17LAP inhibitors, primary screen, biochemical, fluorogenic H-Leu-NHMec substrate, 1536-well (AID 1619); recombinant M17LAP, H-Leu-NHMec fluorogenic kinetic assay; higher % means a stronger effect; inhibition, % at 30 µM; hits with a dose series show IC50 in µM; 220,000 compounds, 0.38% hits;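 active = compound inhibiting the enzyme by more than half at any dose during confirmatory dose-response retesting; inconclusive = strong single-dose inhibitors picked by rank but not retested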;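 note: plate controls were full reaction with DMSO carrier for no effect and no enzyme background for full effect; strong numbers were not always called active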
# PMI inhibition: MPI inhibition at elevated mannose 6-phosphate – biochemical, fluorescence intensity, high mannose 6-phosphate, primary screen (AID 1220) | recombinant PMI enzyme, coupled fluorescence intensity; higher % means a stronger effect | inhibition, % at 20 µM, or IC50 in µM where a hit was titrated | 190,000 compounds, 0.66% hits; in the data active = inhibition above about 50%
# CSM14.1 death rescue: rescue of cells from ER stress-induced death, primary screen, 384-well, CSM14.1, thapsigargin, ATP luminescence (AID 1222). CSM14.1 thapsigargin-induced death rescue, ATP luminescence; higher % means a stronger effect. cellular ATP content (survival), % at 20 µM; hits with a dose series show EC50 in µM. 190,000 tested, under 10 active;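 active = EC50 below 50 µM in the dose-response confirmation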;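 note: death triggered by thapsigargin at about 15 µM added after 2 h compound pretreatment; cell ATP read after overnight thapsigargin exposure of roughly 18 to 22 hours; normalized against plate controls of thapsigargin alone and 5% DMSO vehicle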
# Yfh1-off respiration: mitochondrial function rescue without frataxin homolog – Friedreich's ataxia, plus single-dose screen, dose response (AID 1465). S. cerevisiae Yfh1-off respiration, WST-1 reduction, 72 h; higher fold induction means a stronger effect. one-dose fold induction at 50 µM; EC50 in µM for titrated hits. 220,000 compounds, 0.074% hits;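 active = fold induction of absorbance versus untreated yeast above a set limit, then at least 30% activation at any dose in follow-up; inconclusive = repeats straddling the limit, or above it without dose testing; inactive = fold induction below the set limit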;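 note: activators that raise dye reduction in frataxin-depleted yeast; strong numbers were not always called active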
# Salmonella PhoP GFP: PhoP-dependent GFP reporter repression – Salmonella Typhimurium, primary screen (AID 1863); S. Typhimurium PhoP-regulated promoter GFP reporter, 4 h; higher % means a stronger effect; one-dose inhibition, % at 50 µM; IC50 in µM for titrated hits; 300,000 compounds, 0.16% hits;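 active = inhibition over 29.93%, a cutoff 3 SD above the screen mean, later confirmed by dose response; inconclusive = inhibition over 29.93% but no dose response follow-up; inactive = inhibition at most 29.93% or unconfirmed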;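 note: 0% = low Mg2+ inducing control and 100% = high Mg2+ repressing control; strong numbers were not always called active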
# XIAP antagonists: XIAP antagonists, biochemical, IAP family, fluorescence polarization (AID 1018). XIAP BIR domain, fluorescence polarization peptide displacement; higher % means a stronger effect. one-dose displacement, % at 20 µM; IC50 in µM for titrated hits. 200,000 compounds, 0.007% hits; in the data active = displacement above about 50%; note: a part of the inactive calls stands beside numbers as strong as those of hits
# West Nile antiviral: West Nile virus antiviral activity, cell-based, CPE readout (AID 1621); CPE inhibition, % at 10 µM, or IC50 in µM where a hit was titrated; 290,000 compounds, 0.02% hits; West Nile virus-infected cells, CPE inhibition; higher % means a stronger effect; in the data active = a potency from the dose series; inconclusive = CPE inhibition mostly from about 3.7% at the one dose, without a potency; inactive = the rest, 99 in 100 with CPE inhibition below about 2.2%; note: strong numbers were not always called active
# P. falciparum M1AAP: P. falciparum M1AAP inhibitors, biochemical, fluorogenic H-Leu-NHMec substrate, 1536-well (AID 1445); recombinant M1AAP, H-Leu-NHMec fluorogenic kinetic assay; higher % means a stronger effect; inhibition, % at 30 µM, or IC50 in µM where a hit was titrated; 220,000 compounds, 0.42% hits;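 active = primary inhibition above the hit cutoff, then over 50% inhibition at one or more dose response concentrations, cut at about 23% in these data, passing the limit was not always enough; inconclusive = conflicting primary data, or primary hits not chosen for dose response; inactive = low primary inhibition, or under 50% at every dose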;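 note: plate controls were DMSO full reaction for no effect and no enzyme background for full effect; strong numbers were not always called active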
# Starred values were filed as active, the others as inactive; i = inactive; u = inconclusive; x = not tested or not shown.
SMILES,Siah-1 displacement,P. falciparum M17LAP,PMI inhibition,CSM14.1 death rescue,Yfh1-off respiration,Salmonella PhoP GFP,XIAP antagonists,West Nile antiviral,P. falciparum M1AAP
O=C1CCOc2cc(OCc3ccccc3)ccc21,-2%,-1%,10%,-3.3%,i,1%,-7.0%,0.2%,0%
Cc1csc(SCC(=O)NC(=O)Cc2ccccc2)n1,-4%,6%,-6%,-0.8%,i,-3%,0.1%,0.5%,2%
Cc1cccc(C)c1NC(=O)c1ccc([N+](=O)[O-])s1,-3%,-3%,-16%,0.0%,i,22%,-4.6%,-1.0%,2%
CCOc1ccc(Br)cc1S(=O)(=O)Nc1ccc(NC(=O)c2ccccc2C)cc1,-3%,-4%,7%,-5.0%,i,14%,-7.6%,-2.0%,7%
FC(F)(F)COc1nc(N2CCOCC2)nc(N(c2ccccc2)c2ccccc2)n1,7%,-7%,12%,-1.0%,i,0%,-4.2%,-0.1%,2%
CCOC(Cn1cc(C)c(=O)[nH]c1=O)OCC,-4%,-16%,-3%,x,i,-5%,-6.3%,0.2%,-1%
CCOC(=O)c1c(-c2cccc([N+](=O)[O-])c2)csc1NC(=O)CCCOc1ccccc1,-5%,-3%,4%,4.4%,i,-4%,-121%,0.3%,9%
CCn1c(O)c(N=NC(=O)CNC(=O)/C=C/c2ccco2)c2ccccc21,-2%,6%,-9%,-3.8%,i,0%,-6.5%,-0.6%,4%
CCCc1nc(SCC(=O)Nc2ccc(N3CCOCC3)cc2)c2ccccc2n1,-3%,16%,6%,-2.3%,i,-2%,2.9%,-0.2%,3%
CC(NC(=O)C1CCCO1)c1ccccc1 (stereo unspecified),-2%,-1%,-1%,0.4%,i,7%,-3.9%,0.4%,6%
COc1cc(/C=C/CO)cc(OC)c1O[C@@H]1O[C@H](CO)[C@@H](O)[C@H](O)[C@H]1O,-3%,-1%,4%,4.7%,i,2%,-6.2%,0.2%,6%
CCOc1ccc(NC(=O)c2ccc(N)cc2)cc1,10%,-4%,-7%,-2.9%,i,3%,-2.6%,0.4%,-4%
COc1ccc(NC(=O)C(NC(C)=O)C(=O)NCc2ccccc2)cc1 (stereo unspecified),1%,9%,10%,-1.1%,i,0%,-0.9%,-0.2%,3%
CCc1ccccc1NC(=O)CSc1nc2c(c(-c3ccco3)c1C#N)CCCC2,-4%,-3%,4%,-1.2%,i,20%,-2.5%,u,-10%
Cc1ccc(NS(=O)(=O)c2cc([N+](=O)[O-])ccc2N/N=C/c2sc(N3CCOCC3)nc2-c2ccccc2)c(C)c1,-5%,5%,x,x,i,-8%,x,u,3%
CC(C)CCN1CCC(N)=NC1=O,10%,2%,3%,0.1%,i,-1%,-6.1%,-0.3%,-1%
O=C(CSc1nc2cccnc2n1Cc1ccccc1)N1CCCC1,2%,1%,20%,5.9%,i,13%,-5.0%,0.8%,-2%
O=C(Nc1ccccc1)Nc1nnc(SCc2ccc(Cl)cc2)s1,6%,-2%,-8%,2.2%,i,-9%,-1.7%,-0.9%,20%
CCC(C)c1ccc(NC(=O)C/C(C)=N/NC(=O)c2cnccn2)cc1 (stereo unspecified),5%,25%,2%,-3.5%,i,-8%,-8.5%,-0.7%,3%
CC(C)(C)c1ccccc1NC(=O)c1ccc2c(c1)SC1=NS(=O)(=O)CCN12,109%,-1%,x,x,i,-2%,x,-0.4%,0%
C/C(=N\OC(=O)c1ccccc1F)c1nccs1,0%,-8%,-6%,-1.9%,i,3%,-2.7%,0.2%,0%
COc1ccc2[nH]c3c4c(ccc3c2c1)C(=O)C=CC4=O,-9%,-1%,x,x,i,5%,x,-2.0%,-4%
COc1cc(/C=N/NC2=NCCCCC2)ccc1O,8%,-5%,x,x,i,-11%,x,0.5%,13%
CCOC(=O)N1CCN(C(=O)C2CC(c3ccccc3OC)=NO2)CC1 (stereo unspecified),0%,-1%,5%,0.4%,i,-4%,-11%,0.0%,7%
CCSc1nnc(NC(=O)NC2CCCCC2)s1,-6%,-15%,-12%,0.1%,i,6%,5.1%,-0.6%,7%
O=C(CNC(=O)C(c1ccccc1)c1ccccc1)OCc1ccccc1,4%,x,10%,-1.2%,i,x,-1.9%,0.1%,x
COC(=O)[C@@H](NC(=O)Nc1ccc(C(C)=O)cc1)C(C)C,2%,6%,-3%,-1.5%,i,0%,-2.5%,0.4%,1%
O=C(NCCCN1CCOCC1)C(=O)N/N=C/c1cccc2ccccc12,2%,1%,x,x,i,7%,x,0.2%,5%
Cc1ccc(NC(=O)C2CC(=O)N/C(=N/N=C/c3ccco3)S2)cc1 (stereo unspecified),6%,2%,-9%,2.6%,i,-12%,-2.4%,-0.5%,10%
Cc1ccc(N2CN(Cc3ccco3)CNC2=S)cc1,7%,3%,1%,-1.1%,i,6%,-2.4%,-0.1%,-4%
COc1ccc(C(=O)NC(=S)NNC(=O)c2ccc3ccccc3n2)cc1,-8%,-7%,x,x,i,0%,x,-0.3%,-14%
CS(=O)(=O)Nc1ccccc1C(=O)Nc1ccccc1Cl,16%,4%,2%,1.8%,i,-9%,1.4%,0.5%,2%
Cc1cc(OCC(=O)NCC(C)C)cc(C)c1Br,-3%,-6%,-9%,0.5%,i,0%,-0.4%,-0.2%,2%
CS(=O)(=O)N(CC(=O)NCCSC1CCCCC1)c1cccc(F)c1,0%,3%,6%,-1.6%,i,-7%,-2.4%,-0.1%,3%
O=C(CN1C(=O)NC2(CCCC2)C1=O)Nc1cccc(-c2nnc3n2CCCCC3)c1,3%,8%,6%,2.4%,i,-8%,-2.8%,1.4%,6%
Cc1c(Cl)cnc(NC(=O)COC(=O)c2ccc3ncsc3c2)c1Cl,13%,5%,16%,8.5%,i,-6%,-1.4%,0.0%,10%
COCCCNC(=O)c1c[nH]c2ccc(S(=O)(=O)N3CCc4ccccc43)cc2c1=O,3%,3%,-24%,-6.8%,i,7%,-5.1%,1.8%,2%
CN1CCN(CCCNC(=O)c2ccc(/C=C3\Sc4ccccc4N(Cc4ccccc4F)C3=O)cc2)CC1,13%,8%,-5%,-4.4%,i,-4%,-3.3%,u,10%
COc1ccccc1CNC(=O)c1c(-c2ccccc2)nn(-c2ccccc2)c1C,3%,-11%,4%,-0.7%,i,0%,-0.9%,0.7%,-2%
CCc1cccc(C)c1NC(=O)C1CN(S(=O)(=O)c2ccccc2)CCN1S(=O)(=O)c1ccccc1 (stereo unspecified),7%,5%,-2%,-0.3%,i,-7%,-3.0%,-1.1%,-1%
Cc1cc(C)c(S(=O)(=O)c2ccccc2C)c(Oc2ccccc2)n1,3%,-8%,9%,0.4%,i,7%,0.0%,-0.2%,1%
CSc1nnc(C)c(=O)n1COC(=O)/C=C/c1ccc2c(c1)OCO2,0%,0%,9%,3.0%,i,-6%,-5.9%,0.0%,8%
O=C(C/C=N/OCc1c(Cl)cccc1Cl)c1ccccc1,-6%,12%,1%,-2.1%,i,-5%,-4.8%,-0.6%,0%
O=C(CCSc1ccccn1)Nc1ccc(Br)cc1,1%,6%,7%,-0.3%,i,-2%,1.2%,0.4%,1%
CC(C)(O)C#Cc1ccc(CN2CCN(C3CCCCC3)C(CCO)C2)cc1 (stereo unspecified),-6%,0%,-2%,1.8%,i,-11%,-4.5%,-0.2%,-1%

# Arranged by heavy-atom count (rising): three of the compounds above
SMILES,Siah-1 displacement,P. falciparum M17LAP,PMI inhibition,CSM14.1 death rescue,Yfh1-off respiration,Salmonella PhoP GFP,XIAP antagonists,West Nile antiviral,P. falciparum M1AAP
Cc1cc(OCC(=O)NCC(C)C)cc(C)c1Br,-3%,-6%,-9%,0.5%,i,0%,-0.4%,-0.2%,2%
CS(=O)(=O)Nc1ccccc1C(=O)Nc1ccccc1Cl,16%,4%,2%,1.8%,i,-9%,1.4%,0.5%,2%
CS(=O)(=O)N(CC(=O)NCCSC1CCCCC1)c1cccc(F)c1,0%,3%,6%,-1.6%,i,-7%,-2.4%,-0.1%,3%

# New compounds follow.
SMILES,Siah-1 displacement,P. falciparum M17LAP,PMI inhibition,CSM14.1 death rescue,Yfh1-off respiration,Salmonella PhoP GFP,XIAP antagonists,West Nile antiviral,P. falciparum M1AAP
CCC(C(=O)O)N1C(=O)C2CCCCC2C1=O (stereo unspecified),0%,10%,x,x,i,5%,x,0.3%,-5%
CN1C(=O)c2ccc(NC(=O)c3ccc(N4CCCCC4)c([N+](=O)[O-])c3)cc2C1=O,-1%,-7%,-16%,1.7%,i,-1%,-1.3%,-0.3%,4%
Cn1c2ccccc2c2c(C(=O)N3CCN(c4ccccn4)CC3)cn(C3CCCC3)c(=O)c21,-2%,5%,1%,1.8%,i,10%,-0.4%,0.3%,12%
CC(C)CCN1C(=O)CCC1(C)C(=O)NC1CCCCCC1 (stereo unspecified),-1%,0%,4%,-0.8%,i,-2%,-3.8%,-0.2%,-1%
CSc1ccccc1NC(=O)Cn1c(-c2cscn2)nc2ccccc21,2%,-1%,20%,x,i,-17%,-9.2%,0.1%,3%
Cc1nc(SCC(=O)N2CC(=O)Nc3ccccc32)nc(C)c1C,-8%,-5%,-3%,-1.4%,i,3%,-0.1%,-0.3%,15%
O=C(CSc1ncnc2c1nnn2Cc1ccc(F)cc1)NC1CCCCC1,8%,-1%,7%,x,i,-4%,-0.9%,-0.5%,3%
CCc1ccccc1NC(=O)CSc1nc(-c2ccccc2)nn1C(=O)c1cccc([N+](=O)[O-])c1,6%,5%,1%,-0.7%,i,-8%,3.3%,1.0%,7%
COc1ccc(N(CCN2C(=O)c3ccccc3C2=O)C(=O)c2cccc([N+](=O)[O-])c2)cc1,-4%,3%,5%,-1.5%,i,9%,-8.6%,-0.6%,7%
O=C(COC(=O)c1cc(=O)c2ccccc2o1)NC1CCCCC1,-2%,-7%,-6%,19%,i,3%,-7.5%,0.6%,-4%
O=C(CN1C(=O)C2CC=CCC2C1=O)N1CCN(c2ccc([N+](=O)[O-])cc2)CC1 (stereo unspecified),-2%,7%,x,x,i,-7%,x,-1.2%,1%
CCc1nc(SCC(=O)N2c3ccccc3Sc3ccccc32)c2ccccc2n1,4%,-3%,9%,1.5%,i,3%,-6.2%,0.0%,1%
CCOC(=O)C1=C(C)NC(=O)NC1C1CC=CCC1 (stereo unspecified),1%,18%,10%,0.8%,i,-8%,-3.0%,-0.2%,4%
Cc1cccc(C)c1-n1c(SCC(=O)Nc2ccc(C(=O)O)cc2)nnc1-c1cccc(S(=O)(=O)N(C)C)c1,-6%,3%,-1%,-0.3%,i,-8%,-11%,0.1%,3%
